Screening data from PubChem.
tuberculosis growth = growth inhibition of non-replicating M. tuberculosis (AID 488890); actives 0.39% (n = 320,000); one-dose inhibition, % at 25 µM; IC50 in µM for titrated hits; Mycobacterium tuberculosis non-replicating, growth inhibition; higher % means a stronger effect; in the data active = a potency from the dose series; inconclusive = inhibition mostly from about 82% at the one dose, without a potency; inactive = the rest, 99 in 100 with inhibition below about 76%;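 also: plate controls were DMSO cells for no effect and high antibiotic wells for full effect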
Salmonella PhoP GFP = PhoP regulon inhibitors, Salmonella typhi PhoP promoter GFP reporter, confirmatory (AID 1850) | Salmonella Typhi PhoP-promoter GFP reporter, fluorescence, 4 h; higher % means a stronger effect | inhibition, % at 50 µM; hits with a dose series show IC50 in µM | actives 0.33% (n = 310,000); in the data active = a potency from the dose series; inconclusive = inhibition mostly from about 25% at the one dose, without a potency; inactive = the rest, 99 in 100 with inhibition below about 19%;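 also: 0% = induced wells with vehicle and 100% = uninduced wells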
inhibitors of VEEV = inhibitors of VEEV TC-83 cytopathic effect, confirmation, Vero cells (AID 588727); Vero cells, VEEV TC-83 cytopathic effect inhibition; higher % means a stronger effect; actives 0.13% (n = 350,000); one-dose inhibition, % at 20 µM; IC50 in µM for titrated hits; in the data active = a potency from the dose series; inconclusive = inhibition mostly from about 14% at the one dose, without a potency; inactive = the rest, 99 in 100 with inhibition below about 12%; also: strong numbers were not always called active
H1N1 NS1A inhibition = NS1A inhibition, H1N1 influenza, cell based functional assay (AID 504329). NS1A functional cell-based assay, percent inhibition; higher % means a stronger effect. inhibition, % at 12.5 µM, or IC50 in µM where a hit was titrated. actives 0.3% (n = 340,000); in the data active = a potency from the dose series; inconclusive = inhibition above about 27% without an active follow-up result; also: strong numbers were not always called active
M. tuberculosis HTS = M. tuberculosis growth inhibition, HTS (AID 449762). M. tuberculosis H37Rv growth inhibition, 7H9 media; higher % means a stronger effect. inhibition, % at 25 µM, or IC50 in µM where a hit was titrated. actives 0.59% (n = 330,000); in the data active = a potency from the dose series; inconclusive = inhibition above about 70% without an active follow-up result;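 also: bacterial growth assessed after seven days of incubation; strong numbers were not always called active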
inhibitors of VEEV 10K pilot screen = recorded beside inhibitors of VEEV, whose call it bears; inhibition, %; measured here: 10K pilot screen inhibition
Starred values were filed as active, the others as inactive; i = inactive; ? = inconclusive; nt = no result given.

SMILES	tuberculosis growth	Salmonella PhoP GFP	inhibitors of VEEV	H1N1 NS1A inhibition	M. tuberculosis HTS	others
COC(=O)c1[nH]c2ccc(C)cc2c1NC(=O)C(C)N1CCN(C2CCCCC2)CC1 (stereo unspecified)	18%	-10%	0.4%	7%	2%	inhibitors of VEEV 10K pilot screen=0.5
COc1ccc2nc(NC(=O)c3cccc(N4C(=O)CCC4=O)c3)sc2c1	-3%	nt	7.8%	-12%	1%
Cc1ccc(C(C)C)c(OCC(=O)Nc2ccc3c(c2)nc(CN2CCCC2)n3C)c1	67%	8%	7.5%	-11%	16%
O=C(Nc1cccc(C(F)(F)F)c1)c1cncs1	9%	7%	2.6%	16%	-3%
CS(=O)(=O)/C(C#N)=C/c1c(-c2ccccc2)nc2n1CCS2	-12%	-57%	i	nt	-6%
COc1ccc(NC(=O)C2CCCN2S(=O)(=O)c2cccs2)c([N+](=O)[O-])c1 (stereo unspecified)	-2%	3%	1.7%	-1%	-2%
CC(C)(CCc1ccccn1)C(=O)CCCc1ccccn1	nt	nt	0.8%	-16%	nt
CC(C)NC(=O)/C(C#N)=C/c1ccc(N(C)C)o1	-13%	-6%	3.8%	3%	3%
O=C(CSc1nnc(SCc2cccc3ccccc23)s1)N/N=C/c1c[nH]c2ccccc12	33%	-13%	2.2%	9%	2%
COc1ccc(OCC(=O)Nc2cccc(C(=O)Nc3ccccc3C(=O)O)c2)cc1	30%	-3%	1.2%	-4%	3%
CCOc1ccc(C2C(C(=O)OC)=CN(CCOC)C=C2C(=O)OC)cc1	-4%	-2%	i	-3%	-9%
Cc1ccccc1C(=O)NCC(=O)NNC(=O)CCN1CCN(c2ccccc2)CC1	-7%	-3%	0.8%	-10%	-27%
O=C(CN(c1ccc([N+](=O)[O-])cc1)S(=O)(=O)c1ccccc1)N1CCCCC1	5%	-1%	i	1%	-3%
COc1nc(N(C#N)CC(N)=O)nc(N2CCCC2)n1	4%	24%	i	-10%	4%
CCOC(=O)c1[nH]c(C)c(C(=O)Nc2ccc(C)c(C)c2)c1C	9%	8%	2.2%	4%	-5%
Cc1cc(C)c2c(CC(=O)NCc3ccco3)coc2c1	13%	-9%	i	3%	-12%
OC(COc1ccccc1CNCc1cccnc1)CN1CCc2ccccc2C1 (stereo unspecified)	16%	2%	i	-1%	2%
COc1ccc([C@]2(C(C)C)ON(c3ccccc3C(F)(F)F)C2=O)cc1	8%	nt	?	5%	3%
CCCCC(=O)Nc1nnc(SCC(=O)NCC2CCCO2)s1 (stereo unspecified)	-5%	1%	1.2%	-9%	-4%
COc1ccc(CNC(=O)c2cc3ccccc3o2)cc1OC	50%	0%	0.4%	-1%	4%

Reprinted at random: two entries already listed.
SMILES	tuberculosis growth	Salmonella PhoP GFP	inhibitors of VEEV	H1N1 NS1A inhibition	M. tuberculosis HTS	others
Cc1cc(C)c2c(CC(=O)NCc3ccco3)coc2c1	13%	-9%	i	3%	-12%
Cc1ccc(C(C)C)c(OCC(=O)Nc2ccc3c(c2)nc(CN2CCCC2)n3C)c1	67%	8%	7.5%	-11%	16%

The listing continues.
SMILES	tuberculosis growth	Salmonella PhoP GFP	inhibitors of VEEV	H1N1 NS1A inhibition	M. tuberculosis HTS	others
CSCC[C@H](NS(=O)(=O)c1ccc(C)cc1)C(=O)N1CCC(C(=O)N[C@@H](Cc2ccc(O)cc2)C(=O)O)CC1	-11%	-9%	i	0%	-1%
Cc1oc2cc(O)cc(O)c2c(=O)c1-c1ccc2c(c1)OCCCO2	32%	2%	4.9%	-12%	1%
O=C1CCCCC1C(Nc1ccc(Cl)cc1)c1ccccc1 (stereo unspecified)	6%	-1%	0.2%	-10%	2%
O=C(c1ccccc1)c1cncc(Br)c1	nt	-13%	6.2%	2%	8%
CNC(=O)C(=O)NCC(c1cccs1)S(=O)(=O)c1ccc(C)cc1 (stereo unspecified)	8%	-48%	1.9%	11%	3%
Cc1ccc(S(=O)(=O)N2CCCC2)cc1C(=O)NCc1ccccn1	-16%	-7%	1.3%	11%	0%
CNC(=O)N(O)C1N(/N=C/c2ccccc2O)C(=S)SC1(C)C (stereo unspecified)	53%	-10%	0.2%	13%	-8%
Cc1nc(SCC(=O)N2CCC(Cc3ccccc3)CC2)[nH]c(=O)c1C	51%	-5%	1.4%	-14%	-6%
CC(C)CN1CCC(=O)N([C@H](CSc2ccc(Br)cc2)Cc2ccccc2)CC1	38%	-7%	2.2%	-19%	7%
CCOC(=O)c1cccc(NC(=O)CCc2c(C)nc3ncnn3c2C)c1	-6%	-2%	1.3%	-1%	-17%
COc1ccc(-c2ccc(/C=C3/C(=N)N4C(C)=CSC4=NC3=O)o2)c([N+](=O)[O-])c1	67%	1%	2.6%	0%	1%
O=C(O)CC1(C(=O)O)CCCC1	nt	nt	0.5%	-1%	nt
CC#CC#Cc1cccc(=O)o1	59%	-6%	?	1%	9%
CCn1c(SC(C)C(=O)Nc2ccc(N3CCOCC3)cc2)nnc1-c1ccco1 (stereo unspecified)	0%	-8%	2.4%	-1%	-3%
O=C1C=C(c2cccc(Br)c2)C[C@@H](c2ccc(Cl)cc2)C1	32%	nt	0.0%	-15%	12%
O=C(Cn1c(=O)[nH]c2ccccc2c1=O)Nc1ccc2c(c1)OCO2	0%	8%	2.3%	4%	1%
Nc1nnc(SCc2coc(-c3ccc(Cl)cc3)n2)s1	1%	-9%	1.7%	2%	-4%
Cc1ccc(S(=O)(=O)CC(=O)Nc2nc(C(C)(C)C)cs2)cc1	14%	-10%	1.7%	9%	-4%
COc1ccc(/C(N)=N/OC(=O)CCCN2C(=O)c3ccccc3C2=O)cc1OC	0%	17%	0.9%	0%	-3%
CC(=O)c1ccc(OCC(O)CN2CCCC(C)C2)cc1 (stereo unspecified)	-26%	1%	8.1%	-7%	-11%

Structures listed so far that have a CF3 group:
SMILES	tuberculosis growth	Salmonella PhoP GFP	inhibitors of VEEV	H1N1 NS1A inhibition	M. tuberculosis HTS	others
O=C(Nc1cccc(C(F)(F)F)c1)c1cncs1	9%	7%	2.6%	16%	-3%
COc1ccc([C@]2(C(C)C)ON(c3ccccc3C(F)(F)F)C2=O)cc1	8%	nt	?	5%	3%

Following part
SMILES	tuberculosis growth	Salmonella PhoP GFP	inhibitors of VEEV	H1N1 NS1A inhibition	M. tuberculosis HTS	others
O=C(NCc1cccs1)C1CCC(CNS(=O)(=O)c2cccc3nsnc23)CC1 (stereo unspecified)	-15%	-13%	1.1%	4%	-6%
Cc1cccc(C(=O)Nc2cccc(-c3ccc4nncn4n3)c2)c1	-1%	12%	9.5%	0%	-6%
CCOC(=O)Cc1c(C)nc2c(-c3ccccc3)c(C)[nH]n2c1=O	nt	-5%	5.2%	2%	3%
CSCC(=O)N1CCCC(C(=O)c2cc(F)ccc2F)C1 (stereo unspecified)	-6%	-6%	0.5%	9%	3%
CC(OC(=O)c1ccc(Cl)cc1O)C(=O)NCCC1=CCCCC1 (stereo unspecified)	55%	nt	1.7%	-1%	0%
O=C(CN1CCC(C(=O)c2ccc(F)cc2)CC1)Nc1ccccc1Cl	10%	17%	i	1%	0%
C=CC(=O)Nc1cccc(Oc2ncnc3[nH]cc(-c4cnc5ccccc5c4)c23)c1	35%	nt	11%	4%	2%
N/C(=N\OC(=O)c1ccc2c(c1)OCO2)c1ccc(Br)cc1	58%	-1%	1.0%	7%	7%
Cc1ccc(CNS(=O)(=O)c2ccc3c(c2)NC(=O)CO3)cc1	-1%	4%	0.3%	9%	-2%
CC1CC(C)CN(S(=O)(=O)c2ccc3c(c2)C(C)(C)C(=O)N3C)C1 (stereo unspecified)	1%	11%	4.7%	-12%	0%
Cc1ccc(C)c(Nc2ccc(C(=O)NCCc3ccccc3)cn2)c1	17%	-2%	1.2%	-6%	4%
CCOc1cc(C2CC(=O)c3c(ccc4ccccc34)N2)ccc1O (stereo unspecified)	5%	-1%	9.6%	1%	-4%
O=c1[nH]c2ccc(S(=O)(=O)Nc3ccc(Br)cc3)cc2[nH]1	-10%	4%	2.8%	4%	7%
COC1CCCCC1Nc1ccc(C)c(C)c1 (stereo unspecified)	5%	11%	1.3%	-7%	3%
O=C(CN1CCOCC1)N/N=C/C(Br)=C\c1ccccc1	21%	-1%	i	0%	-1%
O=C(Nc1ccc(Oc2ccccc2)cc1)c1ccco1	67%	-6%	0.4%	6%	-10%
Cc1[nH]n(-c2cccc(Cl)c2)c(=O)c1C=NCC(C)C	25%	2%	0.5%	-7%	2%
O=C1N[C@H](Cc2ccccc2)COC(=O)[C@H](Cc2ccc(F)cc2)C/C=C\C[C@@H]1CC(=O)N(CCO)Cc1ccccc1	67%	nt	3.4%	-1%	12%
COC(=O)c1ccc(OCC(=O)Nc2ccccc2C(=O)NC2CC2)cc1	14%	nt	8.7%	-9%	-1%
COc1ccc(NC(=O)CC2CCCC2)cc1S(=O)(=O)N1CCCCC1	-3%	-4%	2.8%	-5%	-6%

Some of these compounds in order of SMILES length, ascending.
SMILES	tuberculosis growth	Salmonella PhoP GFP	inhibitors of VEEV	H1N1 NS1A inhibition	M. tuberculosis HTS	others
O=C(Nc1cccc(C(F)(F)F)c1)c1cncs1	9%	7%	2.6%	16%	-3%
O=C1CCCCC1C(Nc1ccc(Cl)cc1)c1ccccc1 (stereo unspecified)	6%	-1%	0.2%	-10%	2%
CC(C)NC(=O)/C(C#N)=C/c1ccc(N(C)C)o1	-13%	-6%	3.8%	3%	3%
CCOC(=O)c1cccc(NC(=O)CCc2c(C)nc3ncnn3c2C)c1	-6%	-2%	1.3%	-1%	-17%
COC(=O)c1ccc(OCC(=O)Nc2ccccc2C(=O)NC2CC2)cc1	14%	nt	8.7%	-9%	-1%
CC1CC(C)CN(S(=O)(=O)c2ccc3c(c2)C(C)(C)C(=O)N3C)C1 (stereo unspecified)	1%	11%	4.7%	-12%	0%

(next part)
SMILES	tuberculosis growth	Salmonella PhoP GFP	inhibitors of VEEV	H1N1 NS1A inhibition	M. tuberculosis HTS	others
O=C(CSc1nnc(-c2cnccn2)n1Cc1ccco1)Nc1ccc(Br)cc1	39%	-2%	0.3%	-4%	36%
Cc1cccc(N2CCN(C(=O)C3CCN(S(=O)(=O)c4cccc5cccnc45)CC3)CC2C)c1 (stereo unspecified)	35%	-6%	9.1%	4%	-2%
CCOC(=O)CC(/C(C)=N\O)c1ccccc1 (stereo unspecified)	10%	1%	0.3%	6%	5%	inhibitors of VEEV 10K pilot screen=0.6
Cc1ccc(/C=N/n2c(C)nnc2C)cc1	2%	-1%	0.0%	-3%	4%	inhibitors of VEEV 10K pilot screen=1.2
CN(C(=O)c1ccccc1Cl)c1ccccc1C(=O)NCc1ccccc1	16%	1%	3.0%	-6%	3%
Cc1ccccc1NCc1ccccc1O	-9%	8%	1.1%	-5%	-11%
Cc1cc(C)nc(-n2nc(C)c(C3(O)C(=O)Nc4ccc(F)cc43)c2N)n1 (stereo unspecified)	7%	6%	0.4%	-13%	-9%
CC(NC(=O)C1CCN(c2nnc(-n3cccc3)s2)CC1)C12CC3CC(CC(C3)C1)C2 (stereo unspecified)	31%	1%	1.7%	1%	3%	inhibitors of VEEV 10K pilot screen=1.1
Cc1nc(CC(=O)Nc2nc(C(C)(C)C)cs2)cs1	19%	-2%	0.2%	0%	-1%
O=c1c2ccccc2[nH]c(=S)n1Cc1ccc2c(c1)OCO2	9%	-9%	0.2%	-6%	-1%
CCOC(=O)C(C)/C(C)=N\Nc1ccc([N+](=O)[O-])cc1[N+](=O)[O-] (stereo unspecified)	-5%	2%	i	15%	2%
O=C(Nc1ccccc1Oc1ccccc1)C1CC1	17%	23%	0.7%	-6%	10%
Nc1ccccc1SCc1ccccc1Cl	-17%	14%	2.2%	nt	3%
Cc1ccc(C)c(OCCCN2CCNCC2)c1	2%	-3%	1.3%	-2%	-4%
COc1ccc(CNC(=O)C(C)n2nc(C)n3c(cc4occc43)c2=O)cc1 (stereo unspecified)	-2%	9%	i	2%	9%
COc1ccc(Cl)cc1NC(=O)Nc1cnccn1	-7%	-6%	7.6%	-12%	-18%
COc1ccc(CCNC(=O)c2ccccc2NC(=O)C2=C(C)OCCS2)cc1OC	13%	7%	9.7%	-3%	-4%
C1=CCN(Cc2ccccc2)C1	-9%	-7%	0.2%	-5%	0%
COc1ccccc1C(=O)NCC(=O)NC(C)c1ccc(-n2ccnc2)cc1 (stereo unspecified)	1%	2%	5.8%	-13%	-7%
